Compound activity as filed in PubChem.
All columns: NCI-60 one-dose screen, growth in % after 48 h at 10 µM unless noted; 100 = growth as untreated, 0 = no growth, -100 = all killed.
KM12: KM12 colon cancer cells; hit rate 5% among 82,000
HT29: HT29 colon cancer | hit rate 7.4% among 81,000 | AID 1794748
HCT-116: HCT-116 colon cancer; hit rate 7.3% among 82,000; AID 1794798
SW-620: SW-620 colon cancer; hit rate 5.2% among 82,000; AID 1794795
COLO 205: COLO 205 colon cancer. hit rate 7.3% among 79,000. AID 1794742
NCI-H460: NCI-H460 lung cancer. hit rate 6.8% among 82,000
NCI-H226: NCI-H226 lung cancer. AID 1794732. hit rate 3.5% among 79,000
NCI-H322M: NCI-H322M lung cancer. AID 1794733. hit rate 2.7% among 80,000
HCT-15: HCT-15 colon cancer. hit rate 5.2% among 82,000
An asterisk follows results filed as active. How the source made its calls: active means growth percent below 10; inactive means the rest.

How did Cc1ccc(N2CCN(CCCN3CCN(c4ccc(Cl)cc4)CC3)CC2)cc1 do in these assays?
KM12: 97.5; HT29: 61.9; HCT-116: 61.8; SW-620: 98.0; COLO 205: 94.5; NCI-H460: 80.9; NCI-H226: 77.4; NCI-H322M: 108.8; HCT-15: 63.6

What do the screens show for `O=C(O)c1ccccc1NCc1ccco1`?
KM12: 117.2; HT29: 98.7; HCT-116: 105.2; SW-620: 102.1; COLO 205: 126.3; NCI-H460: 102.1; NCI-H226: 92.6; NCI-H322M: 101.6; HCT-15: 108.3

What do the screens show for `Clc1ccc(-c2cn3ccsc3n2)c(Cl)c1Cl`?
KM12: 98.1; HT29: 104.8; HCT-116: 91.7; SW-620: 96.8; COLO 205: 94.9; NCI-H460: 105.2; NCI-H226: 84.6; NCI-H322M: 117.8; HCT-15: 89.5

Results for COc1ccc(CSc2nc3cc(OC)c(OC)cc3c(=O)n2-c2ccc(OC)cc2OC)cc1 ?
KM12: 78.1; HT29: 88.0; HCT-116: 62.9; SW-620: 90.3; COLO 205: 101.4; NCI-H460: 90.6; NCI-H226: 78.4; NCI-H322M: 80.6; HCT-15: 80.6

What do the screens show for `Nc1nc(NC2CC2)c2ncn(C3C=CC(CO)C3)c2n1` (stereo not drawn)?
KM12: 99.7; HT29: 101.5; HCT-116: 109.3; SW-620: 106.3; COLO 205: 121.1; NCI-H460: 117.5; NCI-H226: 91.4; NCI-H322M: 94.0; HCT-15: 107.4

Results for CCOC(=O)Cn1c(C(C)C)nc2ccccc21 ?
KM12: 115.1; HT29: 103.0; HCT-116: 101.5; SW-620: 88.8; COLO 205: 112.3; NCI-H460: 101.5; NCI-H226: 92.7; NCI-H322M: 100.6; HCT-15: 112.5

Results for N#Cc1c(-c2ccccc2)cc(-c2ccccc2)n(CC(=O)O)c1=O ?
KM12: 41.3; HT29: 24.2; HCT-116: 39.2; SW-620: 32.8; COLO 205: 68.4; NCI-H460: 40.7; NCI-H226: 75.2; NCI-H322M: 96.9; HCT-15: 32.6

What do the screens show for `CC(=O)C(C(C)=O)C1=C(C#N)C(=N)N2C(=NN1)Sc1c(C)ccc(C)c12`?
KM12: 103.7; HT29: 102.8; HCT-116: 111.6; SW-620: 112.5; COLO 205: 116.8; NCI-H460: 98.3; NCI-H226: 97.6; NCI-H322M: 120.6; HCT-15: 102.5

What do the screens show for `CC(Nc1ncnc2ccc(-c3ccc4oc(N)nc4c3)cc12)c1ccccc1` (stereo not drawn)?
KM12: 23.6; HT29: 29.5; HCT-116: -64.7*; SW-620: -66.6*; COLO 205: 14.0; NCI-H460: 3.3*; NCI-H226: -10.2*; NCI-H322M: -24.9*; HCT-15: 5.1*

What do the screens show for `O=C(NCCCNc1cc(-c2cn(-c3ccccc3)nc2-c2cccc(O)c2)ccn1)c1ccccc1`?
KM12: 20.2; HT29: -2.4*; HCT-116: 24.8; SW-620: -32.4*; COLO 205: -60.3*; NCI-H460: 30.4; NCI-H226: 54.9; NCI-H322M: 75.2; HCT-15: 1.2*

What do the screens show for `Clc1cccc(/C=N/Nc2nc(N/N=C/c3cccc(Cl)c3)nc(N3CCOCC3)n2)c1`?
KM12: 30.2; HT29: 8.2*; HCT-116: 22.8; SW-620: 18.1; COLO 205: 36.9; NCI-H460: 78.2; NCI-H226: 60.4; NCI-H322M: 53.8; HCT-15: -11.1*

What do the screens show for `COc1ccc(N=Nc2c(N)nn3c(-c4ccc(F)cc4)c(-c4nc5ccccc5s4)c(N)nc23)cc1`?
KM12: 102.7; HT29: 102.9; HCT-116: 93.8; SW-620: 104.6; COLO 205: 106.8; NCI-H460: 102.7; NCI-H226: 94.3; NCI-H322M: 97.8; HCT-15: 97.4

Results for COc1cc(-c2nc(/C=C3/C(=O)N(C)c4ccccc43)c3ccccn23)cc(OC)c1OC ?
KM12: 105.9; HT29: 94.3; HCT-116: 93.2; SW-620: 103.8; COLO 205: 91.9; NCI-H460: 118.0; NCI-H226: 106.8; NCI-H322M: 102.0; HCT-15: 96.6

What do the screens show for `CC(C)C[C@H](N)C(=O)N=S(N)(=O)c1cc(Cl)cs1` (stereo partly drawn)?
KM12: 96.4; HT29: 88.3; HCT-116: 88.2; SW-620: 101.4; COLO 205: 113.5; NCI-H460: 94.4; NCI-H226: 78.3; NCI-H322M: 97.3; HCT-15: 88.9

What do the screens show for `O=S(=O)(Oc1ccc(-c2ccc3occc3c2)cc1)c1ccccc1`?
KM12: 101.7; HT29: 95.7; HCT-116: 89.3; SW-620: 98.9; COLO 205: 108.1; NCI-H460: 101.5; NCI-H226: 87.6; HCT-15: 96.3

Results for Cc1[nH]c2ncnc(Nc3ccc(NC(=O)Nc4ccc(Cl)cc4)cc3)c2c1C ?
KM12: 92.3; HT29: 96.8; HCT-116: 93.8; SW-620: 104.6; COLO 205: 99.0; NCI-H460: 75.6; NCI-H226: 95.5; NCI-H322M: 113.7; HCT-15: 95.1

Results for O=C(CCc1ccc(-c2ccc(F)cc2)o1)Nc1ncc(Cc2ccc(F)cc2)s1 ?
KM12: 97.7; HT29: 96.1; HCT-116: 86.7; SW-620: 100.6; COLO 205: 109.6; NCI-H460: 97.5; NCI-H226: 88.5; NCI-H322M: 85.7; HCT-15: 96.4

What do the screens show for `Cc1ccccc1N=NC(C#N)C#N`?
KM12: 96.8; HT29: 105.4; HCT-116: 100.7; SW-620: 89.1; COLO 205: 105.3; NCI-H460: 96.6; NCI-H226: 86.7; NCI-H322M: 94.2; HCT-15: 97.6

How did COc1ccc(OC)c(-c2nc(SCC(=O)c3ccc(C#N)cc3)[nH]c(=O)c2C#N)c1 do in these assays?
KM12: 91.8; HT29: 107.6; HCT-116: 95.0; SW-620: 98.6; COLO 205: 86.9; NCI-H460: 111.6; NCI-H226: 101.4; NCI-H322M: 105.4; HCT-15: 96.9

How did COc1ccc([N+](=O)[O-])cc1NS(=O)(=O)c1cccc(C(=O)N(C)Cc2ccc(C)cc2)c1 do in these assays?
KM12: 111.0; HT29: 106.2; HCT-116: 103.4; SW-620: 104.3; COLO 205: 114.8; NCI-H460: 71.3; NCI-H226: 84.7; NCI-H322M: 104.4; HCT-15: 88.6

What do the screens show for `O=C(/C=C/c1cccc(Cl)c1)c1ccc(NC(=O)N2CCN(c3cc4c(cc3F)c(=O)c(C(=O)O)cn4C3CC3)CC2)cc1`?
KM12: 103.1; HT29: 100.3; HCT-116: 95.0; SW-620: 97.8; COLO 205: 112.9; NCI-H460: 99.0; NCI-H226: 90.0; NCI-H322M: 101.8; HCT-15: 107.1

How did CCCCCCCC/C=C\CCCCCCCCOc1cccc(CC(=O)NCC[N+]2(C)CCCCC2)c1 do in these assays?
KM12: 43.6; HT29: 27.0; HCT-116: 71.5; SW-620: 59.7; NCI-H460: 40.1; NCI-H322M: 92.3; HCT-15: 102.4

How did CC(C)=C1OC(=O)C1(C)C do in these assays?
KM12: 102.9; HT29: 94.4; HCT-116: 99.7; SW-620: 93.9; COLO 205: 123.6; NCI-H460: 92.4; NCI-H226: 111.3; NCI-H322M: 107.0; HCT-15: 106.4

How did COc1ccc2nc(SCCC(=O)Nc3cc(OC)c(OC)c(OC)c3)n(-c3ccccc3C(F)(F)F)c(=O)c2c1 do in these assays?
KM12: 95.4; HT29: 123.5; HCT-116: 94.0; SW-620: 94.3; COLO 205: 101.4; NCI-H460: 95.8; NCI-H226: 106.2; NCI-H322M: 130.5; HCT-15: 95.0

Results for Cc1nn(-c2ccccc2)c2nc3c(nc12)C(=O)c1ccccc1-3 ?
KM12: 85.5; HT29: 90.2; HCT-116: 85.7; SW-620: 102.8; COLO 205: 107.2; NCI-H460: 100.3; NCI-H226: 94.3; NCI-H322M: 89.3; HCT-15: 67.6

How did C=C(CC(=O)OC)C(=O)O do in these assays?
KM12: 107.8; HT29: 99.4; HCT-116: 98.6; SW-620: 101.2; COLO 205: 125.9; NCI-H460: 104.9; NCI-H226: 94.4; NCI-H322M: 95.5; HCT-15: 94.4

What do the screens show for `O=C1/C(=C/c2ccccc2)Oc2ccc(O)c(-c3ccccc3)c21`?
KM12: 71.5; HT29: 104.5; HCT-116: 73.5; SW-620: 87.9; NCI-H460: 84.2; NCI-H322M: 76.3; HCT-15: 74.5

How did Cc1ccc(N2CCN(CSc3ccccc3)CC2)cc1 do in these assays?
KM12: 99.1; HT29: 110.4; HCT-116: 92.5; SW-620: 105.4; COLO 205: 107.5; NCI-H460: 106.8; NCI-H226: 89.0; NCI-H322M: 79.4; HCT-15: 98.0

What do the screens show for `CC(CC(=O)c1cc(Cl)ccc1O)CC(C)(C)C` (stereo not drawn)?
KM12: 98.7; HT29: 110.7; HCT-116: 98.4; SW-620: 100.5; NCI-H460: 114.9; NCI-H226: 115.1; NCI-H322M: 108.6; HCT-15: 102.5

Results for COc1cc(/C=C/c2ccnc3ccccc23)cc(OC)c1OC ?
KM12: 12.4; HT29: 11.8; HCT-116: 20.0; SW-620: 17.4; COLO 205: 22.5; NCI-H460: 22.4; NCI-H226: 38.3; NCI-H322M: 65.7; HCT-15: 32.5

Results for CCC1(CC)C(OC)NC(Br)=C(C#N)C1(C#N)C(N)=O (stereo not drawn) ?
KM12: 103.3; HT29: 105.2; HCT-116: 110.2; SW-620: 101.0; COLO 205: 126.3; NCI-H460: 115.1; NCI-H226: 113.9; NCI-H322M: 117.7; HCT-15: 113.6

Results for COc1cnc2c(c1)C(=O)c1c-2n(CCCNC(C)C)c(=O)c2cc([N+](=O)[O-])ccc12 ?
KM12: -39.8*; HT29: -33.7*; HCT-116: -51.0*; SW-620: -38.8*; COLO 205: -74.3*; NCI-H460: -74.1*; NCI-H226: -58.8*; NCI-H322M: -31.6*; HCT-15: -56.2*

Results for O=C1Nc2ccccc2/C1=N/N=C/c1ccc2c(c1)OCCO2 ?
KM12: 104.2; HT29: 111.9; HCT-116: 105.3; SW-620: 100.8; NCI-H460: 104.8; NCI-H226: 97.4; NCI-H322M: 108.3; HCT-15: 103.1

Results for C/C(=C(/C#N)C(=O)O)c1ccccc1 ?
KM12: 109.5; HT29: 98.1; HCT-116: 100.3; SW-620: 104.9; COLO 205: 113.1; NCI-H460: 107.0; NCI-H226: 93.3; NCI-H322M: 104.7; HCT-15: 102.4

What do the screens show for `CN(C)CCNC(=O)Oc1cccc2ccccc12`?
HT29: 102.6; HCT-116: 100.9; SW-620: 89.8; COLO 205: 86.6; NCI-H460: 95.7; NCI-H226: 102.9; NCI-H322M: 102.8; HCT-15: 103.0

Results for O=C1C(Cl)=C(Nc2ccc(S(=O)(=O)N3CCOCC3)cc2)C(=O)c2ccccc21 ?
KM12: 64.5; HT29: 49.2; HCT-116: 4.7*; SW-620: 32.5; COLO 205: 103.9; NCI-H460: 94.9; NCI-H226: 84.5; NCI-H322M: 99.8; HCT-15: 36.2

How did CC1(C)Oc2c(ccc(O)c2CN2CCOCC2)C2=C1CCCC2 do in these assays?
KM12: 103.3; HT29: 101.9; HCT-116: 95.7; SW-620: 104.8; COLO 205: 115.8; NCI-H460: 107.5; NCI-H226: 97.9; HCT-15: 111.7

What do the screens show for `Cc1ccc(N=NNc2ccc(C)cc2)cc1`?
KM12: 84.0; HT29: 83.3; HCT-116: 91.1; SW-620: 104.9; COLO 205: 94.9; NCI-H460: 103.6; NCI-H226: 89.8; NCI-H322M: 75.6; HCT-15: 89.2

How did CCC(C)(C(C#N)C(N)=O)C(C#N)C(N)=O (stereo not drawn) do in these assays?
KM12: 100.4; HT29: 99.1; HCT-116: 106.5; SW-620: 109.0; COLO 205: 110.5; NCI-H460: 108.5; NCI-H226: 104.4; NCI-H322M: 115.3; HCT-15: 98.2

How did COc1ccc2nc(C)cc(Nc3ccccc3O)c2c1 do in these assays?
KM12: 86.9; HT29: 18.9; HCT-116: 29.9; SW-620: 82.0; COLO 205: 89.9; NCI-H460: 20.6; NCI-H226: 0.5*; NCI-H322M: 59.9; HCT-15: 32.8

What do the screens show for `COc1ccc(-c2cc(=O)c3ccc4c(O)cccc4c3o2)cc1`?
KM12: 100.4; HT29: 112.5; HCT-116: 113.5; SW-620: 101.2; COLO 205: 112.5; NCI-H460: 105.0; NCI-H226: 103.0; NCI-H322M: 111.7; HCT-15: 95.0

In the list so far, these have a COOH group.
What do the screens show for `O=C(O)c1ccccc1NCc1ccco1`?
KM12: 117.2; HT29: 98.7; HCT-116: 105.2; SW-620: 102.1; COLO 205: 126.3; NCI-H460: 102.1; NCI-H226: 92.6; NCI-H322M: 101.6; HCT-15: 108.3

Results for N#Cc1c(-c2ccccc2)cc(-c2ccccc2)n(CC(=O)O)c1=O ?
KM12: 41.3; HT29: 24.2; HCT-116: 39.2; SW-620: 32.8; COLO 205: 68.4; NCI-H460: 40.7; NCI-H226: 75.2; NCI-H322M: 96.9; HCT-15: 32.6

What do the screens show for `O=C(/C=C/c1cccc(Cl)c1)c1ccc(NC(=O)N2CCN(c3cc4c(cc3F)c(=O)c(C(=O)O)cn4C3CC3)CC2)cc1`?
KM12: 103.1; HT29: 100.3; HCT-116: 95.0; SW-620: 97.8; COLO 205: 112.9; NCI-H460: 99.0; NCI-H226: 90.0; NCI-H322M: 101.8; HCT-15: 107.1

How did C=C(CC(=O)OC)C(=O)O do in these assays?
KM12: 107.8; HT29: 99.4; HCT-116: 98.6; SW-620: 101.2; COLO 205: 125.9; NCI-H460: 104.9; NCI-H226: 94.4; NCI-H322M: 95.5; HCT-15: 94.4

Results for C/C(=C(/C#N)C(=O)O)c1ccccc1 ?
KM12: 109.5; HT29: 98.1; HCT-116: 100.3; SW-620: 104.9; COLO 205: 113.1; NCI-H460: 107.0; NCI-H226: 93.3; NCI-H322M: 104.7; HCT-15: 102.4
